Screening data: PubChem BioAssay, Sanford-Burnham Center for Chemical Genomics
SKN-1 inh: suppressors of acrylamide-induced Pgst-4::GFP reporter in worms, primary screen, SKN-1 inhibitor project, whole organism, uHTS, GFP/RFP fluorescence ratio, strain VP596; C. elegans VP596 Pgst-4::GFP/RFP ratio, 24 h; inhibition, % at 21.8 µM; 360,000 tested, 0.49% active; AID 624304, 2012;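 active means interference check ratio from 0.5 to 1.5 plus GFP to RFP signal ratio inhibition reaching or exceeding a fixed threshold, cut at about 30% in these data, passing the limit was not always enough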; further: some compounds called inactive have numbers as strong as hits
MT1-MMP act inh: blockers of MT1-MMP proenzyme processing, primary screen, HT1080 RFP-PRO-GFP cells, GFP/RFP fluorescence. 360,000 tested, 0.061% active. Matrix metalloproteinase-14 (Homo sapiens), P50281. GFP/RFP ratio fluorescence, overnight; percent of plate control window, DMSO zero. AID 651647, 2012. GFP/RFP ratio change, % at 20 µM;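 active means GFP/RFP ratio change of at least 30% with cell ATP level not reduced by more than half and red fluorescence within 50% of control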; further: strong numbers were not always called active
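Material: RFP-PRO-GFP reporter HT1080 cells. Dosing: single-point 20 µM compound, 1% DMSO. Controls: DMSO and RFP-L50D-GFP cell wells. Timing: cells overnight before dosing, compound overnight, 37 °C, 5% CO2. Measure: GFP/RFP fluorescence ratio.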
Scp-1 inhibitor: Scp-1 phosphatase inhibitors, primary screen, biochemical, colorimetric, uHTS | Carboxy-terminal domain RNA polymerase II polypeptide A small phosphatase 1 (Homo … | Recombinant Scp1, phosphopeptide, malachite green phosphate absorbance | inhibition, % at 20 µM | 340,000 tested, 0.88% active;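 active means inhibition above about 50% at 20 µM, limit read from the data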;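 further: plate controls were DMSO wells with enzyme for no effect and wells lacking enzyme for full effect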
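Assay system: SCP-1 catalytic fragment, aa 76-261 | Buffer or medium: Tris acetate buffer pH 5.5 with MgCl2 and Tween-20 | Compound: One concentration, 20 µM, with 1.0% DMSO | Also added: Phospho 17-mer peptide substrate | Signal: Absorbance at 630 nm | Incubation: 45 min enzyme reaction at room temperature | Measure: % inhibition of SCP-1 phosphate liberation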
DNMT1 block: human DNMT1 methyltransferase inhibitors, primary screen, biochemical, molecular beacon, fluorescence, HinP1I cleavage, uHTS; DNA (cytosine-5)-methyltransferase 1 (Homo sapiens), P26358; inhibition (reported as % activation of signal), % at 10 µM; 360,000 tested, 0.83% active; in the data active means inhibition above about 50%
Target sequence (P26358 504-1616 limits assumed): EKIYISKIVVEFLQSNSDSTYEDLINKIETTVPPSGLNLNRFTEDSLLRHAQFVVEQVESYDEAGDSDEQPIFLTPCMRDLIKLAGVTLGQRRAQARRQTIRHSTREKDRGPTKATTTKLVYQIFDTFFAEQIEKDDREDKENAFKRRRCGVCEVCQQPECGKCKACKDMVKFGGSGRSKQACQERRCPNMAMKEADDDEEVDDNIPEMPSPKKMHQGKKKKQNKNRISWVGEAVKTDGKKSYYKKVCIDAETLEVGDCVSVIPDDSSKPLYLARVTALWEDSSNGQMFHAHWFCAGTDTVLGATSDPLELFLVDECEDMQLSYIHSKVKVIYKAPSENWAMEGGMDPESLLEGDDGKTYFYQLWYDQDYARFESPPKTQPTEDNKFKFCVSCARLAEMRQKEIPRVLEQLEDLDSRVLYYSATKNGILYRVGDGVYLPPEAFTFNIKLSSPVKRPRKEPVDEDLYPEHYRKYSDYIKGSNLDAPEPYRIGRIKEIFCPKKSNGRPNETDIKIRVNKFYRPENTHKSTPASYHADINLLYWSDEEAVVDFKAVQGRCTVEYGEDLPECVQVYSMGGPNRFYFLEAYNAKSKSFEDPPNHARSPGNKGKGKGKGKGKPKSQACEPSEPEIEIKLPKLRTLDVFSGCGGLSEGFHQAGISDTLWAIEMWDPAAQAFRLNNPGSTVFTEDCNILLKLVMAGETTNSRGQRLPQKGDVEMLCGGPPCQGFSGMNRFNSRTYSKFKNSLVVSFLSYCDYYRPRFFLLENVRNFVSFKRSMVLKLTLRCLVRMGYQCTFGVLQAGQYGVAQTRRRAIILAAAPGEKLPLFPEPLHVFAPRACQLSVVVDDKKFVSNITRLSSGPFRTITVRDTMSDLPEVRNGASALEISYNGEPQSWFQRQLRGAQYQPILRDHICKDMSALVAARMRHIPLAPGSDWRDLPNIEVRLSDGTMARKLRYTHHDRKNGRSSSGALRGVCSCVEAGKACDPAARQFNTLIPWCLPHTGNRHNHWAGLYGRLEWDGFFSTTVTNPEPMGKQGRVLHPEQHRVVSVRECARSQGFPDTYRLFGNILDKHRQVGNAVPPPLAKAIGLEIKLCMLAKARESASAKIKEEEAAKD
Rpn11 block: Rpn11 (PSMD14) deubiquitinase inhibitors, primary screen, biochemical, fluorescence polarization, uHTS; 26S proteasome non-ATPase regulatory subunit 14 (Homo sapiens), O00487; human 26S proteasome, Ub4-pepOG fluorescence polarization; 20S core pre-blocked with epoxomicin; calls only at 20 µM; 360,000 tested, 0.59% active;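 active means inhibition at 20 µM, scaled to each plate's controls, above about 33%, limit read from the data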
STEP inh: STEP phosphatase inhibitors, primary screen, biochemical, fluorescence intensity, uHTS. recombinant STEP, OMFP fluorogenic substrate. inhibition, % at 20 µM. 360,000 tested, 0.25% active;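 active means inhibition at 20 µM, scaled per plate between control wells, above about 37%, limit read from the data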;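 further: 0% = DMSO with enzyme and substrate and 100% = substrate only without enzyme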
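Material: STEP (striatal-enriched tyrosine phosphatase) enzyme, cell-free | Medium: 50 mM Bis-Tris pH 6.0 with 2.5 mM DTT and 0.005% Tween 20 | Read-out: Percent inhibition scaled to no-enzyme and uninhibited-enzyme controls, plate-pattern corrected | Signal: Fluorescence read at 480 nm ex / 540 nm em | Times: 20 min reaction, room temperature, in the dark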
NRP1-CendR mod: modulators of CendR peptide binding to NRP-1, primary screen, biochemical, fluorescence polarization, uHTS; FAM-RPARPAR peptide binding to NRP-1; AID 602438, 2012; Neuropilin-1 (Homo sapiens), O14786; 360,000 tested, 0.85% active; inhibition, % at 25 µM;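 active means inhibition or corrected inhibition above about 18%, plus a signal ratio from 0.5 to 1.5, limit read from the data, passing the limit was not always enough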; further: strong numbers were not always called active
NadD block: inhibitors of S. aureus NadD, primary screen, biochemical, colorimetric, uHTS | Nicotinate-nucleotide adenylyltransferase NadD (Staphylococcus aureus N315) | 360,000 tested, 0.78% active | inhibition, % at 20 µM | AID 602399, 2012 | purified NadD enzyme, colorimetric absorbance read-out; in the data active means inhibition above about 26%; further: some compounds past the cut are filed as inactive
SUMO1-SIM PPI: modulators of SUMO1 protein-protein interactions, primary screen, biochemical, uHTS. Small ubiquitin-related modifier 1 (Homo sapiens), P63165. SUMO1 binding to a labelled peptide, TR-FRET, 1 h. inhibition, % at 20 µM. 360,000 tested, 0.33% active; in the data active means inhibition above about 37%
LMPTP inh: LMPTP phosphatase inhibitors, primary screen, biochemical, fluorescence intensity, uHTS. AID 651560, 2012. recombinant LMPTP-A, OMFP fluorogenic substrate. 360,000 tested, 0.22% active. inhibition, % at 20 µM;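 active means compounds that cut the enzyme signal by at least half of the control window in the single-dose screen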;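 further: plate controls were DMSO wells with enzyme plus substrate for no effect and substrate without enzyme for full effect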
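test system = LMPTP-A | amount = 0.625 nM LMPTP-A final | reagent = fluorogenic phosphatase substrate OMFP at 400 µM final | incubation = 50 min at room temperature | benchmarks = no-enzyme low control, uninhibited high control | medium = Bis-Tris pH 6.0, DTT, detergent | signal = fluorescence intensity of OMFP turnover product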
The depositor's hits bear a star; i = inactive; nt = no result given.

mol,LMPTP inh,Rpn11 block,NRP1-CendR mod,STEP inh,NadD block,SKN-1 inh,Scp-1 inhibitor,SUMO1-SIM PPI,MT1-MMP act inh,DNMT1 block
COCCCC1CCN(C(=O)CCc2nnc(CCCCc3ccccc3)o2)CC1,-0.5,i,9,0,-1,-4,-5,3,1,3
COc1cccc(-c2cnc(C(O)c3cc(C)c(OC)c(C)c3)[nH]2)c1 (stereo not drawn),-0.2,i,-5,-1,-1,11,nt,0,4,6
COC(=O)CC/C(O)=C1\C(=O)CC(C)(C)CC1=NCc1nc2ccccc2[nH]1,-0.6,i,-4,-4,0,-4,-3,-4,1,-2
COc1ccc(CNS(=O)(=O)CCNC(=O)c2ccc3c(c2)OCO3)cc1,-0.8,i,1,4,-2,11,-5,5,5,2
O=C(O)/C=C/c1ccc([N+](=O)[O-])o1,11,i,4,31,0,5,58*,-1,-8,75*
Cc1ccc(S(=O)(=O)NC(=O)COc2ccccc2C(N)=O)cc1,-2.5,i,20,-10,5,0,-8,-2,0,2
COCCCNC(=O)c1ccc2nc(Cc3ccc(OC)cc3)oc2c1,1.0,i,-9,-4,0,13,3,-3,5,0
Cc1cccc2cc(/C=N/NC(=O)[C@H]3C[C@@H]3c3ccccc3)c(Cl)nc12,1.3,i,1,0,8,8,6,10,1,2
COc1ccc(N2C(=O)CS(=O)C(c3ccccc3)C2=O)cc1 (stereo not drawn),-0.2,i,14,0,-4,9,1,-6,6,-8
COc1ccc(-c2nnc3sc(-c4cccs4)nn23)cc1OC,1.1,i,-4,0,-4,-13,1,3,-5,-3

2 neighbouring entries already listed, quoted:
mol,LMPTP inh,Rpn11 block,NRP1-CendR mod,STEP inh,NadD block,SKN-1 inh,Scp-1 inhibitor,SUMO1-SIM PPI,MT1-MMP act inh,DNMT1 block
Cc1ccc(S(=O)(=O)NC(=O)COc2ccccc2C(N)=O)cc1,-2.5,i,20,-10,5,0,-8,-2,0,2
COCCCNC(=O)c1ccc2nc(Cc3ccc(OC)cc3)oc2c1,1.0,i,-9,-4,0,13,3,-3,5,0

Later entries
mol,LMPTP inh,Rpn11 block,NRP1-CendR mod,STEP inh,NadD block,SKN-1 inh,Scp-1 inhibitor,SUMO1-SIM PPI,MT1-MMP act inh,DNMT1 block
COC(=O)c1ccccc1NS(=O)(=O)c1ccc(F)cc1,0.5,i,-2,2,-3,3,-9,6,1,1
CN(C)CC/C=C1\c2ccccc2Sc2cc(F)c(Cl)cc21,-0.2,i,0,2,-7,-2,-17,-19,-8,5
O=C(CSc1ncc(-c2ccccc2)[nH]1)Nc1ccccc1F,0.5,i,-2,0,-4,7,-9,7,1,-3
S=C(NCc1cccnc1)Nc1ccc(Oc2ccc(Cl)cc2)cc1,1.1,i,-5,2,2,-11,7,1,-2,1
Cc1cc(NC(=O)CCS(=O)(=O)c2ccc(F)cc2)no1,-1.5,i,-6,-2,-2,4,-9,-7,4,2
CCCN(CCC)CCCNC(=S)Nc1ccc2nc(N3CCCC3)cc(C)c2c1,21,i,-6,8,4,2,-3,-2,8,-3
O=C(NC1CCCCC1)C(c1ccc2ncccc2c1)N(Cc1ccc2c(c1)OCO2)C(=O)c1cccs1 (stereo not drawn),1.4,i,-13,1,10,7,-5,-2,-21,-2
CN(C)CCP(=O)(c1ccccc1)c1ccccc1,3.1,i,-1,3,5,7,-1,3,-9,1
Cc1cc(NC(=O)Cn2c(=O)n(Cc3ccccc3)c(=O)c3ccccc32)no1,1.1,i,3,1,2,1,-11,-4,5,-5
CCCn1cc(S(=O)(=O)c2ccccc2)c(=O)c2cc(OC)c(OC)cc21,-0.8,i,11,0,-6,-6,-11,5,2,2

2 entries from above, with values under each structure:
Sequence of screens – LMPTP inh	Rpn11 block	NRP1-CendR mod	STEP inh	NadD block	SKN-1 inh	Scp-1 inhibitor	SUMO1-SIM PPI	MT1-MMP act inh	DNMT1 block
> COCCCC1CCN(C(=O)CCc2nnc(CCCCc3ccccc3)o2)CC1
  -0.5	i	9	0	-1	-4	-5	3	1	3
> COc1cccc(-c2cnc(C(O)c3cc(C)c(OC)c(C)c3)[nH]2)c1 (stereo not drawn)
  -0.2	i	-5	-1	-1	11	nt	0	4	6

Further results follow:
mol,LMPTP inh,Rpn11 block,NRP1-CendR mod,STEP inh,NadD block,SKN-1 inh,Scp-1 inhibitor,SUMO1-SIM PPI,MT1-MMP act inh,DNMT1 block
COCc1cc(=O)n2[nH]c(-c3ccsc3-n3c(C)ccc3C)cc2n1,2.4,i,-74,-5,56*,13,-2,45*,-9,68*
COc1ccc(/C=N/NC(=O)NC23CC4CC(CC(C4)C2)C3)c(OC)c1,5.3,i,-3,-4,0,-9,0,-1,0,-5
COc1ccc(Br)cc1CNC(=O)CCc1nc(-c2ccccc2F)no1,2.3,i,-6,0,-4,8,-16,2,-1,-1
COc1ccc(-c2noc(=O)n2CC(=O)N2CCC(Cc3ccccc3)CC2)cc1,1.9,i,3,-1,-11,8,-3,-1,2,-5
O=C(CCCCCN1C(=O)CCC1=O)Nc1ccc2c(c1)OCCO2,0.0,i,2,3,5,7,-12,-6,0,-1
Cc1cc(C)cc(-n2c(C)cc(/C=C3\C(=N)N4N=C(CC(C)C)SC4=NC3=O)c2C)c1,5.4,i,-11,2,35*,9,-4,1,-23,3
O=C(OCC1CCNCC1)c1ccc(F)cc1,-1.1,i,2,0,-1,26,-4,8,-3,1
Cc1ccccc1SC1CCN(Cc2nc(C3CC3)no2)CC1,0.7,i,13,-2,-1,8,1,0,2,2
COc1cc(OC)c(C2Nc3ccccc3NC3=C2C(=O)CC(C)(C)C3)cc1OC (stereo not drawn),-1.1,i,17,2,4,-3,-4,3,2,-3
COc1ccc(C2=Nn3c(nnc3-c3ccccn3)SC2)cc1,-0.7,i,-2,1,3,0,-1,2,4,-4
Cc1cc(/C=N/NC(=O)C(=O)N2CCCC2)c(C)n1-c1cccc(Br)c1,0.3,i,4,-3,7,20,-15,3,-5,-6
CCSc1cc(C2C(C(=O)OC)=C(C)NC3=C2C(=O)CCC3)c(C)o1 (stereo not drawn),-0.6,i,3,-23,-3,-14,0,6,-2,-2
CC(C)C(=O)NC(Nc1cccc([N+](=O)[O-])c1)C(Cl)(Cl)Cl (stereo not drawn),0.0,i,-4,-3,-1,-3,1,-11,6,3
O=c1ccc2cc3ccoc3cc2o1,-0.6,i,-10,0,2,-2,-4,3,2,-1
COc1cccc(NC(=O)CC2SC(=Nc3ccccc3)NC2=O)c1 (stereo not drawn),0.2,i,11,0,-5,-16,-4,0,6,-1
COc1cc(S(=O)(=O)N2CCN(c3ccccc3)CC2)ccc1Cl,2.5,i,1,-1,-3,13,-8,4,-2,-1
Cc1cc(C)cc(OCC(=O)Nc2ccc(S(=O)(=O)Nc3ccccn3)cc2)c1,1.4,i,12,-1,3,-1,-3,9,0,-6
CCCOc1ccc2ccccc2c1/C=N/n1cnnc1,1.0,i,17,2,-5,17,-2,-27,7,5
O=C(COC(=O)c1ccc(F)cc1F)Nc1cccnc1Cl,0.0,i,0,3,0,-6,-6,3,0,4
OCC[n+]1ccc(/C=C/c2c[nH]c3ccccc23)cc1,1.1,nt,137,-16,15,-25,3,-47,-116,2
CCCOc1ccc(Cc2c(O)nc(SC)[nH]c2=O)cc1C,-0.9,i,1,0,-7,5,-4,9,1,0
O=P(COCCCCCOCP(=O)(c1ccccc1)c1ccccc1)(c1ccccc1)c1ccccc1,1.1,i,14,-3,-4,1,-5,-4,-7,1
O=[N+]([O-])c1cccc(-c2csc(CS(=O)(=O)Cc3ccco3)n2)c1,0.0,i,-8,1,-1,2,-16,-26,1,-1
COc1ccc(C2CC(c3ccc(Br)cc3)Nc3nc(N)nn32)cc1 (stereo not drawn),0.4,i,-17,0,6,3,2,-4,-4,-1
COc1ccc(-c2cc(C(=O)NCc3ccco3)c3ccccc3n2)c(OC)c1,1.0,i,3,1,4,9,4,-5,0,-1
O=C(O)c1ccc(NC(=S)NC(=O)c2ccc(-c3ccccc3)cc2)cc1,3.1,i,-31,5,14,10,-5,6,-10,-3
Cc1ccc(S(=O)(=O)N2C[C@@H](C)[C@]3(C2)[C@H](O)[C@H](OC(=O)NCc2ccco2)C[C@H]2C(=O)N(c4ccccc4)C(=O)[C@H]23)cc1,-1.1,i,1,-1,-3,4,nt,4,-1,-4
O=C(/C=C/c1ccc(F)cc1)NCCc1ccc2c(c1)OCCO2,-1.2,i,-12,-1,-6,0,-11,-3,0,0
O=C1CC(c2ccccc2)Cc2nc(N3CCc4ccccc4C3)ncc21 (stereo not drawn),2.1,i,6,3,9,-21,6,-1,-2,13
COc1cc(C(C(=O)NC(C)(C)C)N(C(=O)CNC(=O)c2cccs2)c2cccnc2)cc(OC)c1OC (stereo not drawn),-0.7,i,8,-3,-4,4,-2,2,0,1
COC(=O)c1ccc(CSc2nnnn2Cc2ccccc2)cc1,-0.6,i,-8,-4,-8,18,-13,1,-2,3
Cc1c(Cl)cccc1NC(=S)NCc1cccs1,0.9,i,-11,4,-2,10,-6,1,0,1
CCOC1=C2[C@@H](CN(S(=O)(=O)c3ccc(C)cc3)[C@H]2c2cccs2)[C@H]2C(=O)N(c3ccccc3)C(=O)[C@H]2C1,2.8,i,-23,-1,0,10,nt,3,0,7
Cc1ccc(NC(=O)c2cc(S(=O)(=O)c3ccccc3)ccc2Cl)cc1,1.4,i,2,1,6,4,1,2,nt,-2
O=C(NCc1cn2ccsc2n1)c1c(F)cccc1Cl,-0.6,i,-4,-3,-10,-6,2,2,2,2
CN(N=Cc1ccccc1O)c1ccc2ccccc2n1,2.0,i,-2,-1,1,7,nt,-5,3,-6
CCN(CC)CCP(=O)(c1ccccc1)c1ccccc1,-0.4,i,7,0,-5,6,-6,-3,2,1
S=C1NCCOCCOCCOCCNC(=S)NCCOCCOCCOCCN1,-0.4,i,15,1,-7,-3,2,-3,4,0
